Compound activity from PubChem BioAssay.
Giardia FBPA inh: inhibitors of Giardia lamblia fructose-1,6-bisphosphate aldolase; Potency, µM (titrated, usually from 59.6 µM), for the others: top-dose activity, negative = inhibition, hits mostly inhibitors; purified Giardia FBPA; A8B2U2; 290,000 tested, 0.71% active; also: potency is read from the fitted curve at half-maximal effect; nearly all actives have a fitted effect of over 55% in size
Target sequence (A8B2U2 whole entry, looked up): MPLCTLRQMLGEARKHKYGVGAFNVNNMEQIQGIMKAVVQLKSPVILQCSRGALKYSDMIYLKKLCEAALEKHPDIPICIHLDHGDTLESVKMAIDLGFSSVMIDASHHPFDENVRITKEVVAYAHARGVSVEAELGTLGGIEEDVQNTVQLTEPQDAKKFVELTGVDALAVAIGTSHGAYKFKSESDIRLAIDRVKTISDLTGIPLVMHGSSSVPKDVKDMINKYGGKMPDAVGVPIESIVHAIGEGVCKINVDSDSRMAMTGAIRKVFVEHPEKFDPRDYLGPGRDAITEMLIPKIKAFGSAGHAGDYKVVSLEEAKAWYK
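Giardia FBPA (40 nM reagent) was preincubated 10 min at RT with compound (up to 57.5 uM final), then substrate plus GAPDH/TPI/NAD/arsenate coupling system with diaphorase/resazurin was added; resorufin fluorescence (525/598 nm) was read after 20 min.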
HCV inhibitor: HCV inhibition | Huh7.5.1 HCVcc-Cre infection, luciferase reporter, 44 h | Potency, µM (highest dose often 41.8 µM), for the others: top-dose activity change, negative = inhibition, usual class: inhibitors | 340,000 tested, 3.4% active | AID 651820; also: potency is read from the fitted curve at half-maximal effect
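Infectious HCVcc-Cre (~0.5 moi) was added to cells just after compound, with cells seeded 4 h earlier at 1,000 per well. Luciferase activity after 44 h culture reported infection; substrate was incubated 15 min at room temperature before reading.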
AMA1 RON2 block: inhibitors of Plasmodium falciparum AMA1-RON2 interaction. AlphaScreen AMA1-biotinylated RON2 peptide binding. Potency, µM (titrated, usually from 58.2 µM), for inactives: top-dose activity change, negative = inhibition, usual class: inhibitors. 360,000 tested, 0.2% active;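 also: potency is read from the fitted curve at half-maximal effect; 0% = vehicle wells and -100% = peptide control; nearly all actives have a fitted effect of over 45% in size; some results filed as inactive show a strong effect at the top dose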
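AMA1 (3D7) with his tag at 25 nM final met compounds first, then biotinylated RON2 peptide at 25 nM; detection used donor plus acceptor beads, 10 µg/mL apiece, read by AlphaScreen after 30 min at room temperature.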
Sm TGR block: S. mansoni TGR enzyme inhibition; Q962Y6; purified TGR, DTNB reduction, TNB absorbance 405 nm; Potency, µM (titrated, usually from 114 µM), for the others: at the highest dose activity change, negative = inhibition, hits mostly inhibitors; 360,000 tested, 3% active; also: potency is read from the fitted curve at half-maximal effect; nearly all actives have a fitted effect of over 60% in size
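TGR 20 nM + NADPH 100 uM (dispensed conc.), cpd preinc 15 min RT; start with NADPH (500 uM addition) then DTNB (15 mM addition). Kinetic TNB absorbance, 405 nm filter. Four-parameter Hill fit across titration.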
HCMV antiviral: blocks human cytomegalovirus replication | 410,000 tested, 4.5% active | activity change, negative = inhibition, % at 57.5 µM | HFF cells, HCMV-luciferase reporter, 72 h; hits give low values; in the data active = activity change below about -60%; inconclusive = no clear call, values can overlap the other calls; inactive = above about -39%
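Luciferase read-out from HCMV-luciferase-infected HFFs (MOI 1 PFU/cell) 72 h post infection at 37C; compounds added after 16 h cell attachment; activity normalized between buffer-only basal and Salinomycin (10uM) inhibitor controls.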
AmpC detergent: blocks E. coli AmpC beta-lactamase in detergent assay. Potency, µM (top dose mostly 114 µM), without a hit: top-dose activity change, negative = inhibition, hits mostly inhibitors. 370,000 tested, 0.041% active. P00811. AmpC hydrolysis of nitrocefin, absorbance 480 nm, 0.01% Triton;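 also: potency is read from the fitted curve at half-maximal effect; 0% = no-compound wells and -100% = no-enzyme wells; nearly all actives have a fitted effect of over 25% in size; some results filed as inactive show a strong effect at the top dose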
Target sequence (P00811 whole entry, looked up): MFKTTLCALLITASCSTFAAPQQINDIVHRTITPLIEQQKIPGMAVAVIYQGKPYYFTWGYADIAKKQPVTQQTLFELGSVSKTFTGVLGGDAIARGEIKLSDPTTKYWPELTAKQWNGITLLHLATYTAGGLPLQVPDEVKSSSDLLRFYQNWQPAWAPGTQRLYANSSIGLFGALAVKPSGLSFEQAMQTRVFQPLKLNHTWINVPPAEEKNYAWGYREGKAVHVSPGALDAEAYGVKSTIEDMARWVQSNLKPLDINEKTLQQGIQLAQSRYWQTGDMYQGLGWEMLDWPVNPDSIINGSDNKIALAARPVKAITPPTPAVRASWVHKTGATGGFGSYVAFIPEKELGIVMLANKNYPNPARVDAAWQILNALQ
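20 mM phosphate pH 7.0 + 0.01% (detergent screen) or 0.0001% Triton X-100; 5.3 nM AmpC reagent; cpd preinc 15 min RT; nitrocefin (800 uM stock) to start; A480 q20 s × 4 min; Activity was normalised to no-enzyme and no-compound control wells.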
* = called active by the depositor; [ ] = remark or other dose. Unless noted, calls follow the shape of the dose curve; as a rule, active = well fitted curve in the direction sought with a large enough effect; inconclusive = small, poorly fitted or top-dose-only effect, or another doubt; inactive = no such curve, though single readings can be large; an effect the other way counts as inactive or inconclusive. Unless noted, % is scaled to controls: 0 for no effect and ±100 for the full control effect. Hits appear at their usual frequency; overall some 9.3% were active at least once.

For CCOc1ccccc1NC(=O)c1cccc(NC2=NC3CS(=O)(=O)CC3S2)c1 (configuration not stated) the results were Giardia FBPA inh -9%, HCV inhibitor -9%, AMA1 RON2 block 15%, Sm TGR block 0%, HCMV antiviral 0 and AmpC detergent -1%.
COc1ccc(-c2cc(C(=O)Nc3c(Cl)cc(Cl)cc3Cl)c3ccccc3n2)cc1OC was read as Giardia FBPA inh -14%, HCV inhibitor -22%, AMA1 RON2 block -4%, Sm TGR block 0%, HCMV antiviral -14 and AmpC detergent 0%.
For CC(=O)c1ccc([N+](=O)[O-])c(CS(=O)(=O)c2ccccc2)c1 the results were Giardia FBPA inh 3%, HCV inhibitor 12%, AMA1 RON2 block 5%, Sm TGR block 15%, HCMV antiviral -16 and AmpC detergent 4%.
For c1ccc(C2OCCN2c2ccccc2)cc1 (configuration not stated) the results were HCV inhibitor 9%, AMA1 RON2 block 21% and HCMV antiviral inconclusive.
Cc1ccc(NS(=O)(=O)c2ccc(C(=O)OCC(=O)NCC3CCCO3)cc2)cc1 (configuration not stated) was read as Giardia FBPA inh 10%, HCV inhibitor 0%, AMA1 RON2 block -8%, Sm TGR block 2%, HCMV antiviral -11 and AmpC detergent 4%.
`Cc1nc2sc(C(c3ccco3)N3CCN(C(c4ccccc4)c4ccccc4)CC3)c(O)n2n1` (configuration not stated) gave Giardia FBPA inh -8%, HCV inhibitor inconclusive, AMA1 RON2 block -7%, Sm TGR block inconclusive, HCMV antiviral -32 and AmpC detergent 12%.
`COc1ccc(C(C(=O)NC2CCCC2)N(Cc2ccc(F)cc2)C(=O)c2ccn[nH]2)cc1OC` (configuration not stated) gave Giardia FBPA inh 3%, HCV inhibitor -16%, AMA1 RON2 block -6%, Sm TGR block -2%, HCMV antiviral 13 and AmpC detergent 0%.
Cc1ccc(C)c(NC(=O)[C@@H]2CCCN2S(=O)(=O)c2ccccc2F)c1 was read as HCV inhibitor 6%, AMA1 RON2 block 4%, Sm TGR block 0%, HCMV antiviral -3 and AmpC detergent -13%.
Cc1nn(-c2ccccc2)c(Cl)c1C(=O)Nc1nnc(C2CCCC2)s1 was read as Giardia FBPA inh 5%, HCV inhibitor -2%, AMA1 RON2 block 19%, Sm TGR block 13%, HCMV antiviral -12 and AmpC detergent 1%.
`CCC(Sc1nncn1C)C(=O)Nc1nnc(-c2ccccc2Cl)s1` (configuration not stated) gave Giardia FBPA inh -4%, HCV inhibitor -6%, AMA1 RON2 block 0%, Sm TGR block 3%, HCMV antiviral 37 and AmpC detergent inconclusive.
`Cc1ccc(-c2nnc(N3CCN(C(=O)CSc4ncn[nH]4)CC3)c3ccccc23)cc1` gave Giardia FBPA inh 2%, HCV inhibitor inconclusive, AMA1 RON2 block 4%, Sm TGR block 4%, HCMV antiviral -5 and AmpC detergent -7%.
Screening CCc1noc(C)c1C(=O)N(CC)CC(=O)Nc1ccccc1C(F)(F)F returned HCV inhibitor 8%, AMA1 RON2 block -2%, Sm TGR block 1%, HCMV antiviral -13 and AmpC detergent -12%.
For COC(=O)c1cccc(Oc2nc3c(c(=O)n(C)c(=O)n3C)n2C(C)C)c1 the results were Giardia FBPA inh 9%, HCV inhibitor 0%, AMA1 RON2 block -10%, Sm TGR block 12%, HCMV antiviral 27 and AmpC detergent -8%.
`CCN(C(=O)COC(=O)CSc1ccc([N+](=O)[O-])cc1)C1CCS(=O)(=O)C1` (configuration not stated) gave HCV inhibitor -10%, AMA1 RON2 block -19%, Sm TGR block -15%, HCMV antiviral 15 and AmpC detergent -3%.
CCOc1ccc(N=c2scc(-c3ccc(OC)cc3)n2CCO)cc1 was read as Giardia FBPA inh -5%, HCV inhibitor inconclusive, AMA1 RON2 block -29%, Sm TGR block 4%, HCMV antiviral -38 and AmpC detergent -6%.
Screening Cc1ccc(Nc2nc(-c3c(C)n(C)n(-c4ccccc4)c3=O)c(C)s2)cc1 returned HCV inhibitor 8%, AMA1 RON2 block -1%, Sm TGR block 12%, HCMV antiviral 7 and AmpC detergent -6%.
For COc1ccc(C(=O)CSc2nnc(-c3ccccn3)n2Cc2ccco2)cc1 the results were Giardia FBPA inh -11%, HCV inhibitor 17%, AMA1 RON2 block 7%, Sm TGR block 50µM*, HCMV antiviral -7 and AmpC detergent inconclusive.
Screening CC(C)(CNC(=O)c1cccc(F)c1)CNC(=O)c1cccc(F)c1 returned HCV inhibitor inconclusive, AMA1 RON2 block 4% and HCMV antiviral -22.
Screening O=c1c2c(nc3cc(-c4ccccc4)[nH]n13)CCC2 returned Giardia FBPA inh -5%[12.9 µM], HCV inhibitor 13%, AMA1 RON2 block 20%, Sm TGR block 18%, HCMV antiviral 51 and AmpC detergent -10%.
For O=[N+]([O-])c1ccc2c(c1)N([O-])C1(CCCCC1)[N+]2=O the results were Giardia FBPA inh 7.9µM*, HCV inhibitor 7%, AMA1 RON2 block -3%, Sm TGR block 2.8µM*, HCMV antiviral 3 and AmpC detergent -2%.
For CCN(CC(=O)NCc1cccs1)C(=O)c1ccc(NS(=O)(=O)c2ccc(F)cc2)cc1 the results were HCV inhibitor -1%, AMA1 RON2 block -13%, Sm TGR block -1%, HCMV antiviral -11 and AmpC detergent 6%.
CCOc1ccc(N2C(=O)c3ccccc3C2=O)cc1 was read as Giardia FBPA inh 2%, HCV inhibitor 10%, AMA1 RON2 block 9%, Sm TGR block -3%, HCMV antiviral 18 and AmpC detergent -2%.
For Cc1n[nH]c(=S)n(/N=C/c2ccccn2)c1=O the results were Giardia FBPA inh inconclusive, HCV inhibitor 7%, AMA1 RON2 block inconclusive, Sm TGR block 2%, HCMV antiviral 65 and AmpC detergent 1%.
Screening CCOC(=O)Cc1csc(NS(=O)(=O)c2cccc([N+](=O)[O-])c2)n1 returned Giardia FBPA inh -17%, HCV inhibitor 17%, AMA1 RON2 block -1%, Sm TGR block 4%, HCMV antiviral 5 and AmpC detergent inconclusive.
`O=C(Nc1cccc(O)c1)C(Cc1ccccc1)N1C(=O)c2cccc3cccc(c23)C1=O` (configuration not stated) gave Giardia FBPA inh -7%, HCV inhibitor 16%, AMA1 RON2 block 0%, Sm TGR block -4%, HCMV antiviral 40 and AmpC detergent inconclusive.
Screening COC(=O)C1CCN(C(=O)Cc2ccc(OC)c(OC)c2)CC1 returned Giardia FBPA inh 0%, HCV inhibitor -18%, AMA1 RON2 block 0%, Sm TGR block -1%, HCMV antiviral -1 and AmpC detergent -2%.
`O=C(CSC1CC(=O)N(c2ccc(C(=O)O)cc2)C1=O)Nc1ccc(Cl)cc1` (configuration not stated) gave Giardia FBPA inh 3%, HCV inhibitor 17%, AMA1 RON2 block 49%[activator], HCMV antiviral -32 and AmpC detergent -5%.
For O=C(OCc1cc(=O)n2cc(Br)ccc2n1)c1ccc(Cl)c(S(=O)(=O)NCc2ccccc2)c1 the results were Giardia FBPA inh 2%, HCV inhibitor 3%, AMA1 RON2 block 12%, Sm TGR block -4%, HCMV antiviral inconclusive and AmpC detergent 3%.
Screening Cc1occc1C(=O)N(C)Cc1nc(-c2ccc(Cl)cc2)no1 returned Giardia FBPA inh 1%, HCV inhibitor inconclusive, AMA1 RON2 block 45%[activator], Sm TGR block inconclusive, HCMV antiviral -3 and AmpC detergent -9%.
O=C(CSc1ccc(F)cc1)NC12CC3CC(CC(C3)C1)C2 was read as Giardia FBPA inh 3%, HCV inhibitor -6%, AMA1 RON2 block 11%, HCMV antiviral -2 and AmpC detergent -4%.

An excerpt from above in order of SMILES length, low to high:
Screening O=c1c2c(nc3cc(-c4ccccc4)[nH]n13)CCC2 returned Giardia FBPA inh -5%[12.9 µM], HCV inhibitor 13%, AMA1 RON2 block 20%, Sm TGR block 18%, HCMV antiviral 51 and AmpC detergent -10%.
For CCOc1ccccc1NC(=O)c1cccc(NC2=NC3CS(=O)(=O)CC3S2)c1 (configuration not stated) the results were Giardia FBPA inh -9%, HCV inhibitor -9%, AMA1 RON2 block 15%, Sm TGR block 0%, HCMV antiviral 0 and AmpC detergent -1%.
Cc1ccc(NS(=O)(=O)c2ccc(C(=O)OCC(=O)NCC3CCCO3)cc2)cc1 (configuration not stated) was read as Giardia FBPA inh 10%, HCV inhibitor 0%, AMA1 RON2 block -8%, Sm TGR block 2%, HCMV antiviral -11 and AmpC detergent 4%.

Later entries.
`CCCCCCCCCn1cc(C(C)=O)c(=O)[nH]c1=O` gave Giardia FBPA inh 6%, HCV inhibitor 2%, AMA1 RON2 block 7%, Sm TGR block -25%, HCMV antiviral 3 and AmpC detergent inconclusive.
`CCOC(=O)c1cccc(NC(=O)c2cccnc2)c1` gave Giardia FBPA inh 0%, HCV inhibitor -1%, AMA1 RON2 block 6%, Sm TGR block 0%, HCMV antiviral -11 and AmpC detergent -11%.
For CCOc1ccc(C2(C)CC(=O)N(C)C2=O)cc1 (configuration not stated) the results were Giardia FBPA inh -1%, HCV inhibitor -17%, AMA1 RON2 block -2%, Sm TGR block 0%, HCMV antiviral 10 and AmpC detergent -8%.
Screening Cc1nc(CSc2nsc(/C=C/N(C)C)c2C#N)cs1 returned Giardia FBPA inh inconclusive, HCV inhibitor 3%, AMA1 RON2 block -11%, Sm TGR block -1%, HCMV antiviral 28 and AmpC detergent 0%.
Screening COC(=O)c1ccc(O)c(Sc2cc(C(=O)OC)ccc2O)c1 returned Giardia FBPA inh 1%, HCV inhibitor 12%, AMA1 RON2 block 13%, Sm TGR block 8%, HCMV antiviral 49 and AmpC detergent -2%.
Screening O=S(=O)(c1ccc(Br)s1)N1CCN(c2ccc(F)cc2)CC1 returned Giardia FBPA inh -13%, HCV inhibitor 16%, AMA1 RON2 block 11%, Sm TGR block 25µM*, HCMV antiviral 1 and AmpC detergent -14%.
For CCCCOC(=O)C(C)Nc1n[nH]c(=S)[nH]c1=O (configuration not stated) the results were Giardia FBPA inh inconclusive, HCV inhibitor 6%, AMA1 RON2 block 38%[activator], Sm TGR block 0%, HCMV antiviral 42 and AmpC detergent inconclusive.
Screening CCOC(=O)C1CCN(C(=O)CCc2nnc3ccc(NCCCN4CCCC4=O)nn23)CC1 returned Giardia FBPA inh 1%, HCV inhibitor 12%, AMA1 RON2 block 0%, Sm TGR block 3%, HCMV antiviral inconclusive and AmpC detergent -4%.
Screening CC1(C)CC(CC(=O)NNc2nc(-c3ccccc3)cs2)C(=O)O1 (configuration not stated) returned Giardia FBPA inh -4%, HCV inhibitor 6%, AMA1 RON2 block 74%[activator], Sm TGR block -6%, HCMV antiviral -19 and AmpC detergent inconclusive.
For CNC(=O)c1ccccc1Nc1ccc(SC(F)F)cc1 the results were Giardia FBPA inh 6%, HCV inhibitor inconclusive, AMA1 RON2 block 53%[activator], Sm TGR block -20%, HCMV antiviral 56 and AmpC detergent inconclusive.
For Cc1cccc(-n2c(C)nc3cc(C(=O)NCC4CCCO4)ccc32)c1 (configuration not stated) the results were Giardia FBPA inh 4%, HCV inhibitor 7%, AMA1 RON2 block 8%, Sm TGR block 3%, HCMV antiviral -64* and AmpC detergent inconclusive.
`COc1ccc(-c2cc(-c3ccc4c(c3)NC(=O)CO4)nc3c2COc2ccc(F)cc2-3)cc1` gave Sm TGR block 11%, HCMV antiviral -2 and AmpC detergent -4%.
`COc1cccc(NC(=O)c2cc(-c3ccc(OC)cc3OC)nc3ccccc23)c1` gave HCV inhibitor inconclusive, AMA1 RON2 block 2% and HCMV antiviral 22.
